# Screens as filed in PubChem BioAssay.
# PRMT1 FP inh: blocks human protein arginine methyltransferase 1; Q99873; recombinant PRMT1, activity-based probe fluorescence polarization; inhibition, % at 2.79 µM; hit rate 1.3% among 370,000; AID 652257;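 active = inhibition above about 21% made by adding two undisclosed values, limit read from the data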
# Target sequence (Q99873 whole entry, looked up): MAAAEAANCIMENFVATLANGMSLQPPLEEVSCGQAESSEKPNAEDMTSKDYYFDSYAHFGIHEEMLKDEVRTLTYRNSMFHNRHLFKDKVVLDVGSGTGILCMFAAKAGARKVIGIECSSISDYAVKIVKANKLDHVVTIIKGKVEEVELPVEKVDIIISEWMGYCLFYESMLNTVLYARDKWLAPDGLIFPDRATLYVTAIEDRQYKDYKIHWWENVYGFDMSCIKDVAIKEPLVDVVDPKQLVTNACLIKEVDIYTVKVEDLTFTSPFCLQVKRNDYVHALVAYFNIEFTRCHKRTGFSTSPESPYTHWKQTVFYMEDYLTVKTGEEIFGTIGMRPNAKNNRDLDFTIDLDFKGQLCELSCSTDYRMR
# MBD2 DNA inh: MBD2-methylated oligo binding inhibition; Q9UBB5; TR-FRET, MBD2 binding to methylated oligonucleotide; inhibition, % at 4.4 µM; hit rate 0.31% among 370,000; AID 686964; in the data active = inhibition above about 13%
# Target sequence (Q9UBB5 whole entry, looked up): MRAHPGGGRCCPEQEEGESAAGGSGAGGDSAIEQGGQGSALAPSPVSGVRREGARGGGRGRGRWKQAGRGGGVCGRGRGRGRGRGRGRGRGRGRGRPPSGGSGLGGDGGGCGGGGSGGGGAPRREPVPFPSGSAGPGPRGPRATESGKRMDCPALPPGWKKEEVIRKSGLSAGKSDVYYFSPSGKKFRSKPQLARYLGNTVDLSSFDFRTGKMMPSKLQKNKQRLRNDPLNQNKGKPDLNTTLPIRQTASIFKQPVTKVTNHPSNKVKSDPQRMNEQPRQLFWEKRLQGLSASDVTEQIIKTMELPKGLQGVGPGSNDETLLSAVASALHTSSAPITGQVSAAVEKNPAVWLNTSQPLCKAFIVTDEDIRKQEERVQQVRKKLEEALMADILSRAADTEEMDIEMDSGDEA
# TDP2 inh: TDP2 (human) inhibition, absorbance primary screen; O95551; recombinant TDP2, T5PNP hydrolysis, p-nitrophenol absorbance 415 nm; inhibition, % at 12.8 µM; hit rate 0.34% among 370,000; AID 720702;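 active = inhibition above the mean of all tested compounds plus 3 SD, set per campaign, cut at about 25% in these data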;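 also: 0% = DMSO with enzyme and 100% = buffer with substrate but no TDP2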
#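 Evaluation: % inhibition relative to enzyme-containing and enzyme-free wells. Material: recombinant human TDP2. Benchmarks: enzyme-free and DMSO wells. Timing: enzyme reaction with compound for 2 h at 37 °C. Compound dosing: 12.8 µM only. Measured by: p-Nitrophenol epi absorbance. Reagent: T5PNP substrate at 5 mM, a TopII-DNA adduct mimic. Replication: single well per compound.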
# UHRF1 MBD2 ctr: blocks human UHRF1 binding to methylated DNA; UHRF1 binding to methylated oligo, TR-FRET; hit rate 0.75% among 370,000; AID 687016; Q96T88; inhibition, % at 4.4 µM; in the data active = inhibition above about 21%;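 also: UHRF1 SRA domain binding a hemimethylated CpG hairpin DNA probe; 0% = median of test compound wells and 100% = reference inhibitor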
# DDE Tn6 FP inh: inhibitors of Tn6 peptide binding to human fibrin DD(E); P02675; Fibrin DD(E) TRITC-Tn6 fluorescence polarization displacement; inhibition, % at 8.3 µM; hit rate 0.21% among 370,000;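 active = inhibition above a per-campaign cutoff: mean of compounds within control limits plus 3 SD, cut at about 15% in these data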;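 also: 0% = median of all compound wells on the plate and 100% = blocking peptide control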
# proKLK7 act: activators of human kallikrein-7 zymogen. P49862. purified proKLK7, EDANS-DABCYL substrate fluorescence; 100% is mature enzyme control, 0% vehicle. activation, % at 7 µM. hit rate 0.9% among 370,000. AID 652039;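 active = activation above the mean of all tested compounds plus 3 SD, computed per campaign excluding outliers beyond control limits, cut at about 13% in these data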
# Target sequence (P49862 whole entry, looked up): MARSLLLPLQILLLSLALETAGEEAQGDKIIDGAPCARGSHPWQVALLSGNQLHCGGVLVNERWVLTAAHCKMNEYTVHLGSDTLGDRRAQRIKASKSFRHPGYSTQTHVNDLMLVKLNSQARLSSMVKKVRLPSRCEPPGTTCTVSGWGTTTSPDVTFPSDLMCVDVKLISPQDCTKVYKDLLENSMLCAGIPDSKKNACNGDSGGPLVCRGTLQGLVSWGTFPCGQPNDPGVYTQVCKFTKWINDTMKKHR
# DDE Tn7 FP inh: inhibitors of Tn7 peptide binding to human fibrin DD(E) | P02675 | inhibition, % at 8.3 µM | AID 720508 | FP displacement of FITC-Tn7 peptide from fibrin DD(E); 0% = median of compound wells per plate | hit rate 0.13% among 370,000;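 active = inhibition above the mean of compounds falling within the control limits plus 3 SD of them, cut at about 14% in these data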;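 also: 0% = plate median of compound wells and 100% = 10 µM Aha-Tn7 peptide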
#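 system = human fibrin DD(E) protein | quantity = DD(E) 2 µM final | medium = Tris/NaCl/CaCl2 buffer, pH 7.8 | also added = labelled Tn7 tracer, 0.1 µM | compound dosing = single point at 8.3 µM | timing = compound with protein 10 min, then 3 h after probe, room temperature | signal = FP measurement | benchmarks = Aha-Tn7 high control | repeats = one replicate per compound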
# TCR CD3 inh: human TCR-CD3 binding inhibition | inhibition, % at 9.4 µM | TAMRA-labeled TCR probe fluorescence, biochemical | AID 651800 | hit rate 0.37% among 360,000; in the data active = inhibition above about 19%;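 also: recombinant mutant TCR 2C K166C tagged with TAMRA read by polarization; 0% = receptor in buffer alone and 100% = receptor with positive control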
# SIAE primary: inhibitors of human sialic acid acetylesterase SIAE | hit rate 0.69% among 370,000 | SIAE FP-Rh probe binding, fluorescence polarization | Q9HAT2 | inhibition, % at 9.66 µM;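 active = inhibition above a cutoff: mean of compounds within the control limits plus 3 SD of those, cut at about 17% in these data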;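 also: 0% = plate median of compound wells and 100% = probe without SIAE protein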
# LEDGF integ inh: blocks HIV-1 LEDGF/p75-dependent DNA integration; AID 743269; hit rate 0.64% among 370,000; TR-FRET IN-LEDGF/p75 DNA integration, Eu/Cy5; inhibition, % at 3.7 µM;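 active = inhibition above the screen-wide mean plus 3 SD, cut at about 13% in these data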;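 also: signal is the Cy5 over europium emission ratio at 671 and 618 nm; 0% = plate median of compound wells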
# * hit, by the source's call; x = no result given.
SMILES,PRMT1 FP inh,MBD2 DNA inh,TDP2 inh,UHRF1 MBD2 ctr,DDE Tn6 FP inh,proKLK7 act,DDE Tn7 FP inh,TCR CD3 inh,SIAE primary,LEDGF integ inh
CCOc1ccccc1OC(C)C(=O)Nc1ccc(S(=O)(=O)N2CCCC2)cc1 (stereo not drawn),2,2,-13,4,0,-0.6,4,-7,-4,-4
COc1ccc(C(=O)n2nc(-c3ccccc3)nc2N)cc1OC,7,4,-1,-1,-1,0.1,1,4,-6,1
CCOc1cc(/C=N/NC(=O)NN(C)c2ncc(C(F)(F)F)cc2Cl)ccc1O,-2,-5,1,-2,4,-1.2,-3,0,9,0
COc1ccc2c(CC(=O)OCC(=O)Nc3cccc(S(N)(=O)=O)c3)coc2c1,4,3,-4,-1,3,0.7,-4,-3,-6,-4
CCCN1C(=O)C(=O)c2cc(Cl)ccc21,-1,0,3,-3,2,0.6,3,0,-6,1
COc1ccc(/C=N/NC(=O)CN(C2=NS(=O)(=O)c3ccccc32)c2ccccc2)cc1OC,2,-2,-5,4,-5,-0.2,-2,-2,-1,0
CCO[C@H]1OC(C(=O)NCc2nc3ccccc3[nH]2)=C[C@@H](c2ccc3c(c2)OCO3)[C@@H]1CCCO,2,-1,-8,0,3,1.5,-5,-2,2,-1
O=C(Oc1ccc(N(C(=O)c2ccncc2)S(=O)(=O)c2ccc(Cl)cc2)cc1)c1ccncc1,1,4,3,2,2,0.0,3,0,5,-6
COc1ccc(NC2CCCN(C(=O)c3ccc(C(C)=O)cc3)C2)cc1 (stereo not drawn),1,0,3,0,6,0.6,3,6,5,-1
Cc1ccc(NC(=O)/C(=C/c2ccc([N+](=O)[O-])cc2)NC(=O)c2ccccc2)cc1,-2,3,-3,-1,-2,0.3,-7,3,-25,3
COCCNC(=S)c1ccc(OC)cc1,-1,0,3,-2,6,0.1,10,9,0,-2
COc1ccc(-c2cn3cccnc3n2)cc1,0,-3,14,-3,-3,74*,-3,2,12,-1
O=S1(=O)c2ccc(N3CC[C@H](O)C3)cc2O[C@H]2CCN1C2,3,2,-1,1,1,-0.7,0,x,1,-2
C=CCSc1nc(N)c(C(=O)Nc2ccccc2C)cc1C(N)=O,0,1,8,0,-1,-0.4,7,8,0,-6
CCOc1ccc(C(=O)NCC(=O)OCC(=O)Nc2ccccc2OC)cc1,0,1,-10,0,4,-0.5,1,7,2,-3
COc1ccccc1NC(=S)NCc1ccc(S(N)(=O)=O)cc1,-1,4,-3,2,-1,-0.2,-6,-2,5,0
OC(c1ccc(Cl)cc1Cl)C(Cc1cccnc1)n1cncn1 (stereo not drawn),2,0,-4,1,-1,0.0,5,-6,-2,-3
Cn1nc(C(=O)Nc2cccc(S(=O)(=O)N3CCCC3)c2)c2ccccc2c1=O,-6,-6,-6,2,-4,0.5,-14,6,-13,-2
O=C(CS(=O)(=O)Cc1ccccc1)Nc1nnc(C2CCCCC2)s1,-4,3,-12,-1,-1,0.6,-4,5,-11,3
COc1ccc2nc(C)cc(N3CCC(C(N)=O)CC3)c2c1,0,-1,-3,1,-3,0.3,-6,6,-5,3
CC(=O)C1=C(C)N(Cc2ccccc2)C(=S)NC1c1cccc(Br)c1 (stereo not drawn),-4,3,0,0,-8,0.3,1,-1,-4,5
CCc1ccc2oc(=O)cc(CN3CCCCC3C)c2c1 (stereo not drawn),-1,3,17,-4,1,-0.4,3,0,0,2
O=c1cc(-c2ccco2)oc2ccc(Cl)cc12,-1,-5,-10,-3,5,0.3,-1,7,17,1
Cc1ccc(S(=O)(=O)N(C)c2ccc(C(=O)NCC(c3ccco3)N(C)C)cc2)cc1 (stereo not drawn),-4,-3,3,-2,6,-0.2,2,1,6,5
CCOc1ccc(C(=O)Nc2ccccc2C#N)cc1[N+](=O)[O-],-2,2,-8,1,5,0.2,8,7,4,-3

# One compound at a time, as listed above. Screens in order: PRMT1 FP inh	MBD2 DNA inh	TDP2 inh	UHRF1 MBD2 ctr	DDE Tn6 FP inh	proKLK7 act	DDE Tn7 FP inh	TCR CD3 inh	SIAE primary	LEDGF integ inh
# `COc1ccc(-c2cn3cccnc3n2)cc1` across the screens: 0	-3	14	-3	-3	74*	-3	2	12	-1
# `CCc1ccc2oc(=O)cc(CN3CCCCC3C)c2c1` (stereo not drawn) across the screens: -1	3	17	-4	1	-0.4	3	0	0	2
# `COc1ccc(C(=O)n2nc(-c3ccccc3)nc2N)cc1OC` across the screens: 7	4	-1	-1	-1	0.1	1	4	-6	1

# Following part
SMILES,PRMT1 FP inh,MBD2 DNA inh,TDP2 inh,UHRF1 MBD2 ctr,DDE Tn6 FP inh,proKLK7 act,DDE Tn7 FP inh,TCR CD3 inh,SIAE primary,LEDGF integ inh
CCCCn1nnnc1C(c1cc2ccccc2o1)N1CCN(c2c(C)cccc2C)CC1 (stereo not drawn),0,0,5,-1,8,0.6,5,-1,6,-2
O=C(CCNC(=O)c1ccccc1Cl)Nc1cccc(S(=O)(=O)N2CCCCC2)c1,1,2,-6,6,-1,0.1,1,-1,2,-2
O=C(NCC1CCN(C(=O)C(=O)c2cc3ccccc3o2)CC1)c1cccnc1,-1,-8,7,-3,-2,-0.1,5,-7,5,-1
COC(=O)c1ccc(Cl)c(NC(=O)NC2CCCCC2)c1,-4,2,3,1,-2,-0.2,1,-5,-3,-6
Cc1ccccc1NS(=O)(=O)c1cccc(-c2nnc(-c3ccccc3)o2)c1,1,2,-16,8,-3,0.4,3,-6,8,1
CCC1CCCCN1C(=O)COc1c(Br)cc(Br)c2cccnc12 (stereo not drawn),-2,-2,1,1,0,-0.2,-2,-2,-3,4
COc1ccc(CNC(=O)CCNS(=O)(=O)c2ccc(Br)s2)cc1,4,-3,12,-1,5,0.1,8,5,-4,0
CCOC(=O)[C@]12CCCC=C1N(Cc1ccc(Cl)cc1Cl)C(=O)[C@H](CC(=O)NCCCCc1ccccc1)C2,-1,1,1,17,-7,0.8,-11,-4,-3,-1
Cc1ccc(-c2nc(Nc3ccc(N4CCOCC4)cc3)c3ccccc3n2)cc1,-2,0,0,1,-4,-0.1,-4,-4,21*,6
CC(=O)N1CCCc2cc(S(=O)(=O)N3CCN(c4ccccn4)CC3)ccc21,-2,4,-7,1,7,0.2,-1,-2,-3,2
NC(=O)C1(C(N)=O)OC1c1ccc(Cl)c(Cl)c1 (stereo not drawn),7,-2,-6,-1,-3,-0.2,-2,-6,-6,1
CC(C)NC(=O)NC(=O)COC(=O)c1c2c(nc3ccccc13)CCC2,2,-1,-2,0,7,-0.5,-1,9,1,0
CCOC(=O)C1Nc2ccc(C(=O)O)cc2C2C=CCC12 (stereo not drawn),30*,27*,20,72*,2,-1.9,-5,8,-3,67*
COc1ccccc1NC(=O)NS(=O)(=O)c1ccc(C)cc1,1,2,2,2,-3,0.0,-1,-6,-2,-2
CN(C)CCCN(CCCNC(=O)/C=N/O)Cc1ccccc1,-2,0,3,-1,8,-0.2,5,4,-1,-1
Cc1cccc(-[n+]2c(C)cc(C)c3c(=O)[nH]c(=O)[nH]c32)c1,0,-1,7,-4,-1,29*,-3,-3,-4,-1
Cc1ccc2[nH]c(CNC(=O)c3ccccc3F)cc2c1,3,2,8,-1,-5,-0.6,1,-2,1,0
O=C(NCCc1ccccc1)C1CCN(Cc2ccccc2F)CC1,1,1,8,0,6,0.1,6,8,3,0
O=C(NCCCNC(=O)c1ccccc1F)c1ccco1,2,0,4,-2,-3,0.4,-2,4,2,-2
Cc1nc2ccc(NC(=O)N3CCN(c4ccccn4)CC3)cc2s1,0,6,7,-1,-5,-0.4,1,-5,0,3
O=C(CN1CCCCC1)NNC(=O)c1cccc(Br)c1,-5,3,-12,0,0,0.3,-5,-1,-7,6
CC1CCN(S(=O)(=O)c2ccc(NC(=O)CN3C(=O)NC(C)(c4ccccc4)C3=O)cc2)CC1 (stereo not drawn),0,2,7,0,-3,-0.2,11,6,-21,3
CCOc1nc(C)ccc1-c1noc(-c2ccccc2OC)n1,2,7,-10,3,-12,-0.1,1,-1,-4,2
CCOc1ccc(-n2c(-c3ccco3)n[nH]c2=S)cc1,2,0,4,1,3,-0.3,-1,-3,14,3
Cc1ccc(N(CC(=O)Nc2cccc(N(C)S(C)(=O)=O)c2)S(C)(=O)=O)cc1,-2,-5,-8,-3,1,0.0,5,2,-2,5
# (list continues)
SMILES,PRMT1 FP inh,MBD2 DNA inh,TDP2 inh,UHRF1 MBD2 ctr,DDE Tn6 FP inh,proKLK7 act,DDE Tn7 FP inh,TCR CD3 inh,SIAE primary,LEDGF integ inh
CCCC(C1=C(O)CC(C)(C)CC1=O)C1C(=O)CC(C)(C)CC1=O (stereo not drawn),3,3,-6,12,3,0.1,-3,1,2,3
COc1cc(/C=C/c2ccc3cccc(O)c3n2)ccc1O,-1,-1,11,-7,-4,-0.8,-2,-1,13,-4
CCOC(=O)C1=C(c2ccccc2)OC(N)=C(C#N)C1c1cccnc1 (stereo not drawn),-4,-1,6,-3,5,0.2,4,-2,11,2
COc1ccccc1OCC(=O)Nc1cccc(-c2nnc(-c3ccco3)o2)c1,2,-6,-7,3,-5,0.1,-10,0,-8,-4
CC(C)(C)n1ncc2c(=O)n(Cc3cccc(Cl)c3)cnc21,1,-2,0,-3,-3,0.0,0,7,-5,-1
Cc1ccc2c(CSc3nncn3C)cc(=O)oc2c1C,-2,0,-8,4,6,0.5,0,-1,-3,9
O=C(CSc1nnc(-c2ccccc2)n1-c1ccccc1)NN=C/C=C\c1ccccc1[N+](=O)[O-],-11,-4,-21,-3,-7,1.1,0,x,-5,5
Cn1c(Sc2ccc(Cl)cc2)c(C=O)c2ccccc21,-2,-8,8,0,7,0.0,3,8,0,-2
COc1cc2c(c(OC)c1OC)-c1c(cc3c(c1O)OCO3)C[C@@H](C)[C@@H](C)C2,2,2,2,3,6,-0.1,5,-1,5,3
Cc1ccc(-c2cc3c(N=O)c4ccccc4c-3n[nH]2)cc1,3,1,13,-3,-14,0.4,0,6,-28,-3
COc1ccc([N+](=O)[O-])cc1NC(=O)C(C)c1ccccc1 (stereo not drawn),-4,3,5,-2,-6,-0.5,4,0,1,-1
O=C(COC(=O)Cc1c(F)cccc1Cl)NC1CCS(=O)(=O)C1 (stereo not drawn),-2,3,-4,-3,2,0.7,0,1,-12,3
CCc1ccc(C(=O)NNC(=O)C2CC(=O)N(Cc3ccccc3)C2)cc1 (stereo not drawn),0,3,-3,2,-2,-0.8,-2,2,-8,1
Cc1nc(N2CCC(C)CC2)c2c(C)c(C(=O)Nc3cccc(C(F)(F)F)c3)sc2n1,2,2,-2,6,-5,-0.1,0,3,-8,3
Nc1ccccc1/C=C/c1ccccc1N,-3,-7,-6,-3,-3,85*,-2,0,8,-4
Cc1ccnc(Nc2nc(-c3ccc(F)cc3)cs2)c1,-3,0,5,-2,-3,0.0,-5,4,13,-2
Cc1cc(C)cc(OCC(=O)N2Cc3ccccc3CC2C(=O)O)c1 (stereo not drawn),-2,-1,-4,-2,0,0.5,1,-3,12,-4
